High-throughput results (PubChem BioAssay)
RECQ1 helicase = qHTS Assay for Inhibitors of RecQ-Like Dna Helicase 1 (RECQ1). ATP-dependent DNA helicase Q1 (Homo sapiens), P46063. RECQ1 DNA unwinding, red fluorescence kinetic read. Potency, µM (titrated, usually from 57.3 µM), inactives show at the top dose activity, negative = inhibition, hits mostly inhibitors. actives 0.54% (n = 240,000). AID 2549, 2010;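 further: plate controls were vehicle for no effect and no enzyme for full effect; nearly all actives have a fitted effect of over 30% in size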
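50 nM RECQ1T1 preincubated 15 min with compound in Tris pH 8.0 buffer with MgCl2, DTT, Tween-20 and 2.5 ug/ml poly(dI-dC); started with 200 nM TAMRA/BHQ-2 forked duplex and 2 mM ATP. Unwinding read as fluorescence (525/598 nm), two reads 2 h apart.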
RGS12 GoLoco inh = qHTS Assay for Inhibitors of RGS12 GoLoco Motif Activity (Red Fluorophore). actives 0.44% (n = 230,000). Guanine nucleotide-binding protein G(i) subunit alpha-1 (Homo sapiens), P63096. Potency, µM (titrated, usually from 61.6 µM), for inactives: top-dose activity, negative = inhibition, hits mostly inhibitors. AID 880, 2007. Gai1:RGS12 GoLoco peptide FP, rhodamine, 10 min; active means well fitted inhibition curve with a large enough effect, not every such curve was filed as active; inactive means no such curve, though single readings can be large or run the other way; further: on the % scale 0 is the no-effect control and ±100 the full control effect; nearly all actives have a fitted effect of over 30% in size; many of its hits are not listed in these tables
Target sequence (P63096 whole entry, looked up): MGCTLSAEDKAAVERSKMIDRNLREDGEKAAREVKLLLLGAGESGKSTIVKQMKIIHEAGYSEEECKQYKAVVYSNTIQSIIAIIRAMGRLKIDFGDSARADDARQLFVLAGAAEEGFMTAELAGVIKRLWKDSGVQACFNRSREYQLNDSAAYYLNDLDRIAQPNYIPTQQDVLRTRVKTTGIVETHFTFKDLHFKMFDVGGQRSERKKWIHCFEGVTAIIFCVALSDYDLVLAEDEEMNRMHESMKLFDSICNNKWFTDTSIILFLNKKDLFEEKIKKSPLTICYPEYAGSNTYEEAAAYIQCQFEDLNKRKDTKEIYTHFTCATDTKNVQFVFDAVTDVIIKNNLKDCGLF
SMN2 splice up = qHTS Assay for Enhancers of SMN2 Splice Variant Expression; HEK293 SMN2-luciferase splicing reporter, luminescence, 30-36 h; Potency, µM (titrated, usually from 46.1 µM), for the others: top-dose activity change, positive = activation, actives largely listed as activators; actives 2.8% (n = 210,000); AID 1458, 2008; further: % of control where 0% means no effect; nearly all actives have a fitted effect of over 55% in size
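HEK293 cells carry an SMN2 minigene-luciferase reporter in which exon 7 inclusion puts luciferase in frame. Cells were seeded at 2000 cells/well, attached for 10-12 hours, then exposed to compounds for 30-36 hours at 37C before ONE-Glo luminescence.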
NPSR antag = qHTS Assay for Antagonists of the Neuropeptide S Receptor: cAMP Signal Transduction | Q6W5P4 | actives 1% (n = 220,000) | Potency, µM (doses to about 38.3 µM), without a hit: top-dose activity change, negative = inhibition, usual class: inhibitors | CHO-NPSR cells, cAMP TR-FRET, antagonist mode; further: on the % scale 0 is the no-effect control and ±100 the full control effect; nearly all actives have a fitted effect of over 50% in size; many of its hits are not listed in these tables
Target sequence (Q6W5P4 whole entry, looked up): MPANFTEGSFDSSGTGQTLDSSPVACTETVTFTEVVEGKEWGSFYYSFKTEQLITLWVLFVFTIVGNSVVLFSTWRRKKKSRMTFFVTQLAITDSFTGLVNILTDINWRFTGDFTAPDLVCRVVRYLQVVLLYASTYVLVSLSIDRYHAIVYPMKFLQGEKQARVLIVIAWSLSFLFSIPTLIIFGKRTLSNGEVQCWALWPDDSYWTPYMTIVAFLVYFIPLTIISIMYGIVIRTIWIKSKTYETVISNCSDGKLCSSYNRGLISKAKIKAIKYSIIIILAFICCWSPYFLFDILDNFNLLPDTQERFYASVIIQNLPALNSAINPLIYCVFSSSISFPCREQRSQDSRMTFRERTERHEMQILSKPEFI
JMJD2E inh = qHTS Assay for Inhibitors of Human Jumonji Domain Containing 2E (JMJD2E); Lysine-specific demethylase 4E (Homo sapiens), B2RXH2; JMJD2E catalytic domain, FDH-coupled NADH fluorescence (FDH is formaldehyde dehydrogenase); Potency, µM (top dose mostly 57.1 µM), without a hit: at the top dose activity change, negative = inhibition, hits mostly inhibitors; actives 1.6% (n = 230,000); AID 2147, 2009; active means well fitted inhibition curve with a large enough effect, not every such curve was filed as active; inconclusive means small, poorly fitted or top-dose-only effect, or another doubt; inactive means no such curve, though single readings can be large or run the other way;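 further: 0% = wells with enzyme and -100% = buffer wells without enzyme; nearly all actives have a fitted effect of over 50% in size; many of its hits are not listed in these tables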
Target sequence (B2RXH2 1-337 limits assumed): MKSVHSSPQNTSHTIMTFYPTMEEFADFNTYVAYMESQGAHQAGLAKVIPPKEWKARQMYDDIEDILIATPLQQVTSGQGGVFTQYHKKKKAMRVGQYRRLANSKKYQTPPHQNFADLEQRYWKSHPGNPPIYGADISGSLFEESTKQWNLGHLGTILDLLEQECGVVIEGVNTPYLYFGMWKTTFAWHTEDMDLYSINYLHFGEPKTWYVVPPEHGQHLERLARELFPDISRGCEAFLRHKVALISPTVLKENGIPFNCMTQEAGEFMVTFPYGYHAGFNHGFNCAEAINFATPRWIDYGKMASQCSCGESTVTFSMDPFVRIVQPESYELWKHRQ
KinaseGlo FLuc = Counterscreen for Luciferase (Kinase-Glo TM) Inhibition. Luciferin 4-monooxygenase (Photuris pensylvanica), Q27757. Kinase-Glo luciferase, ATP luminescence, 8 min. Potency, µM (series often up to 38.3 µM), inactives show top-dose activity change, negative = inhibition, usual class: inhibitors. actives 0.28% (n = 200,000); further: on the % scale 0 is the no-effect control and ±100 the full control effect; nearly all actives have a fitted effect of over 60% in size
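Compounds were added to a substrate mix at pH 7.2 (50 mM imidazole, 10 uM ATP, within the enzyme's linear range), followed by Kinase-Glo detection reagent; luminescence was measured after 8 minutes at ambient temperature.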
IMPase Li inh = qHTS Assay for Identifying the Cell-Membrane Permeable IMPase Inhibitors: Potentiation with Lithium; CHO-M1 cells, IP1 TR-FRET (IP-One), carbachol + lithium; Potency, µM (doses to about 59.4 µM), without a hit: at the top dose activity, negative = IMPase inhibition, hits mostly inhibitors; actives 0.35% (n = 210,000);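 further: IP1 builds up when IMPase is blocked and the TR-FRET signal falls; plate controls were basal vehicle for no effect and high inhibitor control for full effect; nearly all actives have a fitted effect of over 50% in size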
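Steps: plate 2000 CHO-M1 cells per well and culture 16–30 h; add compound and lithium; incubate 30 min, 37C; add d2-IP1 tracer and Eu cryptate anti-IP1 antibody in lysis buffer; read after 10 min at room temperature.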
Epigenetic derep = Quantitative High-Throughput Screen for Regulators of Epigenetic Control; AID 1865, 2009; Potency, µM (series often up to 53.9 µM), without a hit: at the highest dose GFP activation, usual class: activators; murine LDR cells, GFP reporter derepression, 30 h; actives 0.2% (n = 280,000); further: % of control where 0% means no effect; nearly all actives have a fitted effect of over 60% in size
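Murine LDR cells bearing a silenced CMV-driven GFP reporter were exposed to compound for 30 h at 37 C. After PBS washes, GFP-positive cells (20-120 um objects) counted by laser-scanning microplate cytometry.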
Starred values were filed as active, the others as inactive; i = inactive; ? = inconclusive; / = not tested or not shown; & = joins results of further samples; [ ] = remark or other dose. Unless noted, the call rests on the fitted dose curve; in most records, active means well fitted curve in the direction sought with a large enough effect; inconclusive means small, poorly fitted or top-dose-only effect, or another doubt; inactive means no such curve, though single readings can be large; an effect the other way counts as inactive or inconclusive. Potency means the concentration at half of the fitted maximal effect. An excerpt (hit frequency here may not be typical).

SMILES	RECQ1 helicase	RGS12 GoLoco inh	SMN2 splice up	NPSR antag	JMJD2E inh	KinaseGlo FLuc	IMPase Li inh	Epigenetic derep
CCOc1nc(NCCN2CCOCC2)nc(Nc2ccc([N+](=O)[O-])cc2)n1	i	5%	-4%	-22%	-3%	-1%	0%	-4.1%
Cc1ccc(NC(=S)N(CCN(C)C)Cc2cc3cccc(C)c3[nH]c2=O)cc1	-4%	8%	2%	2%	3%	-2%	-1%	-1.8%
O=c1c(-c2cc(F)cc(F)c2)nc2cnc(N3CCOCC3)nc2n1C1CC1	-1%	16%	-17%	/	/	-3%	8.9µM*	/
Nc1nonc1C(=O)NCCN=Cc1cc(Cc2ccccc2)cc(Br)c1O	i	2%	-6%	?	1%	-7%	1%[38.3 µM]	-4.1%
CCN1CCCC1CNC(=O)c1ccc(Sc2ccccc2Cl)c([N+](=O)[O-])c1 (stereo unspecified)	1%	1%	-28%	-43%	4%	-3%	23%	1.1%
CNC(=O)CCSc1ccc(C)cc1	i	-9%	20%	-3%[46.1 µM]	-1%	-1%	0%	-1.0%
N=C1SCC(=O)N1c1nc(-c2ccccc2)cs1	-8%	18%	11µM*	?	?	-2%	-8%[38.3 µM]	-1.5%
O=C1C2C(C(=O)N1CCN1CCN(Cc3ccc([N+](=O)[O-])cc3)CC1)[C@H]1C=C[C@@H]2C1 (stereo partly specified)	-1%	4%	/	22%	-1%	/	/	5.8%
Oc1ccccc1Cn1c(-c2ccccc2O)nc2ccccc21	-2%	-7%	-8%	-8%[46.1 µM]	?	0%	-15%[38.3 µM]	0.7%
Cc1ccc(NC(=O)CCC(=O)N/N=C/c2cc([N+](=O)[O-])ccc2O)cc1	-4%	1%	-4%	9%	?	-1%	-4%	-1.1%
Nc1cc(C(=O)O)[nH]c(=O)n1	/	5%[14.2 µM]	-7%[9.22 µM]	/	/	-5%[7.66 µM]	0%	/
c1ccc(Oc2cccc(CN3CCOCC3)c2)cc1	1%	-2%	19%	0%[46.1 µM]	?	-2%	43%[activator][38.3 µM]	0.0%
Cc1noc(C)c1-c1nccc(-n2ccnc2)n1	6%	-5%	6%	/	-8%	-5%	2%	-0.2%
COC(=O)c1ccccc1NC(=O)NCc1cccnc1	-3%	-16%	/	-2%[46.1 µM]	?	-1%	14%[38.3 µM]	-0.9%
C=CC1=C2C=C(C3CC3)N(C3CC3)C=C2C(=O)C(C)(OC(=O)c2ccco2)C1=O (stereo unspecified)	i[11.5 µM]	2%[14.2 µM]	3%[9.22 µM]	/	11%[11.4 µM]	-2%[7.66 µM]	1%	/
COCCNC(=O)CN(c1ccc(C)cc1)S(=O)(=O)c1ccccc1	i	-5%	0%	-12%[46.1 µM]	3%	-4%	3%[38.3 µM]	-3.5%
COc1ccc(NC2=CC(c3ccccc3)N(c3ccc(OC)cc3)C2=O)cc1 (stereo unspecified)	0%&-3%	-9%&4%	-3%	-9%	1%&-5%	-2%	-7%	-0.3%&0.1%
Cc1c2cc(O)c(=O)cc-2oc2cc(O)c(O)cc12	10µM*	7.9µM*	-13%	-8%	?	?	43%[activator][38.3 µM]	1.6%&0.0%
CC/C(C)=N/Nc1ccc(S(=O)(=O)N2CCCC2)cc1[N+](=O)[O-]	-1%	14%	-18%	-24%	-6%	1%	13%	-0.9%
O=C(Nc1nnc(C2CCCC2)s1)C1CCC1	i	1%	15%	-1%[46.1 µM]	6%	13%	-1%[38.3 µM]	0.0%
Cc1cc(NCC(c2ccccc2)c2ccccc2)n2ncnc2n1	i	-5%	/	25%	-11%	4%	4%	-4.7%
O=C(c1cccnc1)N1CCCc2ccccc21	-2%	1%	-3%	2%[46.1 µM]	0%	1%	0%[38.3 µM]	-0.2%
CCc1c(O)nc(SCC(=O)Nc2ccc3c(c2)CCC3)[nH]c1=O	i	13%	-11%	-6%[46.1 µM]	-9%	-1%	10%[38.3 µM]	-0.3%
O=C(OCc1ccc(Cl)cc1)c1cnccn1	i	-4%	19%	3%[46.1 µM]	9%	-5%	15%[38.3 µM]	0.8%
COc1ccc(C(=O)Nc2nc3cc(OC)c(OC)cc3c(=O)[nH]2)cc1	0%	13%	-30%	-13%[46.1 µM]	4%	-1%	18%[38.3 µM]	0.9%
CC(=O)c1cccc(N(C(=O)c2cnccn2)C(C(=O)NCc2ccccc2)c2ccco2)c1 (stereo unspecified)	40µM*	6%	-11%	-8%[46.1 µM]	1%	4%	-3%	0.0%
CCOc1ccccc1N(C(=O)CNS(=O)(=O)c1ccccc1)C(CC)C(=O)NCc1ccco1 (stereo unspecified)	i	5%	-3%	-27%[46.1 µM]	-6%	1%	-3%[38.3 µM]	-3.2%
COC(=O)c1cc(-c2ccc(OC)cc2)on1	-3%	3%	/	-10%	-6%	-6%	10%	-1.0%
COc1ccc(CCNC(=O)/C=C\c2ccccc2)cc1OC	-5%	9%	-49%	1%	-3%	16%	2%	0.0%
CCCCN(N=Nc1nonc1OC)c1nonc1OC	-14%	-4%	-4%	-5%[46.1 µM]	-3%	2%	37%[activator][38.3 µM]	0.7%
CC(=O)N1C(=O)/C(=C2\SC(=S)N(c3c(C)n(C)n(-c4ccccc4)c3=O)C2=O)c2ccccc21	-3%	-2%	2%	-13%[46.1 µM]	2%	-2%	4%	0.0%
O=C(CN1CCN(c2ncc(C(F)(F)F)cc2Cl)CC1)NC(=O)NCc1ccccc1	i	1%	-38%[inhibitor]	8%[7.67 µM]	-2%	-1%	0%[38.3 µM]	3.7%
S=C(Nc1ccccc1)N1CCn2cccc2C1c1cccnc1 (stereo unspecified)	0%	2%	-3%	0%	-9%	3%	-2%	-1.0%
Cc1[nH]nc(-c2ccc(OCc3cnn(-c4ccccc4)c3)cc2O)c1Oc1ccccc1F	-3%	1%	-61%[inhibitor]	-20%[46.1 µM]	-21%	3%	10%[38.3 µM]	2.4%
CCOc1ccc(N(CCC#N)S(=O)(=O)c2ccc(OC)cc2)cc1	-16%	12%	-17%	-6%[46.1 µM]	3%	-2%	-5%[38.3 µM]	1.4%
C/C(=C\C1CCCCC1)C(NC(=O)c1ccc(C(F)(F)F)cc1)c1ccc(-c2ccccc2)cc1 (stereo unspecified)	-11%	0%	-14%	/	1%	1%	-8%	1.6%
C=CCSc1nc(-c2ccccc2)c2cc(Cl)ccc2n1	-12%	-3%	-24%	-8%[46.1 µM]	-6%	2%	2%	0.0%
COc1ccc2c(c1)O[C@H](c1ccc3c(c1)OCO3)[C@@H](OC(=O)Nc1cc(OC)c(OC)c(OC)c1)C2=O	-7%&-16%	0%&6%	-3%&-27%	4%	?	0%&1%	-3%&7%	2.3%&-1.7%
Cc1ccc(C(=O)N/C(=C/c2ccco2)C(=O)NCCc2c[nH]c3ccccc23)cc1	1%	-2%	6%	3%	1%	-2%	0%	2.5%
O=c1c2ccccc2[nH]c(=S)n1C1CCCCC1	-11%	1%	-11%	1%[46.1 µM]	5%	1%	-25%[38.3 µM]	-1.8%
O=C(/C=C/c1cccc(Br)c1)NCc1ccncc1	0%	-8%	-6%	-4%	7%	1%	-3%	0.1%
Cc1cnc(C)c(N(C)NC(=S)Nc2ccccc2)n1	-5%	-2%	-15%	-2%	-6%	-8%	2%	-1.1%
C=CCN(c1ccccc1)S(=O)(=O)c1ccc(Cl)c(C(=O)OCC(=O)NCCCN2CCCC2=O)c1	i	4%	1%	-26%	-1%	3%	4%	-2.2%
CCOC(=O)N1CCN(C(=O)CCc2ccc(S(=O)(=O)NCCc3ccccc3)cc2)CC1	-1%	7%	-24%	-20%[46.1 µM]	-5%	-4%	10%[38.3 µM]	0.3%
CCN1CCN(Cc2ccc(NC(=O)c3cc(NC(=O)c4nccnc4N)cc(OC)c3)cc2C(F)(F)F)CC1	9%	-1%	/	-8%	-23%	/	/	7.7%
CCCC(=O)Nc1cccc(NC(=S)NC(=O)C(C)Oc2ccc(Cl)cc2Cl)c1 (stereo unspecified)	-10%	-2%	-24%	-26%	-5%	-1%	3%	-0.1%
Cc1cccc(NC(=S)NCCN(C2CCCCC2)C2CCCC2)c1	-4%	-12%	-30%	-33%	1%	1%	7%	6.9%
COc1ccc(CCNC(=O)CSc2n[nH]c(C)c2[N+](=O)[O-])cc1OC	0%	-5%	-20%	22%	-6%	-2%	-4%	-2.8%
NS(=O)(=O)c1ccc(NC(=O)COc2ncnc3sccc23)cc1	-2%	16%	/	-22%	-3%	/	/	0.1%
CC(C(=O)Nc1ccccc1-c1ccccc1)N1CCOCC1 (stereo unspecified)	-1%	7%	-12%	4%	4%	1%	12%	-2.0%
Cn1c(=O)c2c(nc(NCC(O)CO)n2CCc2ccccc2)n(C)c1=O (stereo unspecified)	i	5%	?	-1%[46.1 µM]	-1%	21%	19%[38.3 µM]	1.9%
COc1ccc(CCNC(=O)C2(C)CCC(=O)N2CCC(C)C)cc1OC (stereo unspecified)	-2%	8%	20%	-4%[46.1 µM]	11%	0%	1%	8.0%
CSc1nnc(CSc2cc(C)nc(N(C)C)n2)o1	-2%	-13%	-4%	12%	2%	-2%	9%	0.9%

Some of these compounds in order of number of heavy atoms, low to high.
SMILES	RECQ1 helicase	RGS12 GoLoco inh	SMN2 splice up	NPSR antag	JMJD2E inh	KinaseGlo FLuc	IMPase Li inh	Epigenetic derep
CCCCN(N=Nc1nonc1OC)c1nonc1OC	-14%	-4%	-4%	-5%[46.1 µM]	-3%	2%	37%[activator][38.3 µM]	0.7%
S=C(Nc1ccccc1)N1CCn2cccc2C1c1cccnc1 (stereo unspecified)	0%	2%	-3%	0%	-9%	3%	-2%	-1.0%
O=C(CN1CCN(c2ncc(C(F)(F)F)cc2Cl)CC1)NC(=O)NCc1ccccc1	i	1%	-38%[inhibitor]	8%[7.67 µM]	-2%	-1%	0%[38.3 µM]	3.7%
